D1 agonist: Allosteric Agonists of the Human D1 Dopamine Receptor: qHTS. D(1A) dopamine receptor (Homo sapiens), P21728. HEK293 T-REx D1 cells, calcium flux, agonist mode. activation, % at 2 µM. 1% of 360,000 active; note: 0% is about no effect
Target sequence (P21728 whole entry, looked up): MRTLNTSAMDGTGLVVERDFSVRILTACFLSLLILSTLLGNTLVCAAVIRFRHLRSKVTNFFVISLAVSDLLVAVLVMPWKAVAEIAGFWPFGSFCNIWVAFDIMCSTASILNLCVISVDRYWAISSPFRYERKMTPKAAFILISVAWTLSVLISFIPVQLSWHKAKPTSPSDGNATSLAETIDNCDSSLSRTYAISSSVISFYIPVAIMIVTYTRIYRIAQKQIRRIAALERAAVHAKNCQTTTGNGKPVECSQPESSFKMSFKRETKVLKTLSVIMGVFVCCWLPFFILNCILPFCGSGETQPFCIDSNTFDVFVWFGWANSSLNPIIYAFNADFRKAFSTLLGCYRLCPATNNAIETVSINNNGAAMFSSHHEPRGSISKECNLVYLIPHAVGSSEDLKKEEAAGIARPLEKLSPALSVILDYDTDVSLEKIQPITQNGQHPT
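Inducible HEK293 T-REx D1 cells, force-coupled to calcium signalling, were plated at 4000 cells/well with tetracycline and held overnight at 30 C. After no-wash calcium dye loading, compound-evoked calcium rise over 180 s flagged agonists.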
D1 antagonist: Antagonist of Human D 1 Dopamine Receptor: qHTS; activity change, negative = inhibition, % at 10 µM; 3.2% of 360,000 active; HEK293 TREx D1 cells, calcium flux, dopamine EC80; stronger effect = lower value; AID 504652, 2011; in the data active = activity change below about -30%; note: % is set by controls: 0 for no effect and ±100 for the full control effect
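Tetracycline-induced HEK293 Trex D1 cells, force-coupled to calcium, dye-loaded; compounds added and read 180 s, then EC80 dopamine added and calcium flux tracked kinetically another 180 s.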
RXFP1 antag: qHTS Assay for Antagonists of the Relaxin Receptor RXFP1. 0.59% of 350,000 active. AID 1259400, 2018. activity change, negative = inhibition, % at 57.5 µM. Relaxin receptor 1 (Homo sapiens), Q9HBX9. HEK293-RXFP1, relaxin-stimulated cAMP HTRF, 30 min; stronger effect = lower value;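 active = activity change of -60% or lower, but not beyond a set lower limit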; note: % is set by controls: 0 for no effect and ±100 for the full control effect
D2 antagonist: HTS Assay for Allosteric Antagonists of the Human D2 Dopamine Receptor: Primary Screen for Antagonists; HEK293 TREx D2 cells, calcium flux, dopamine EC80; AID 485344, 2010; 2% of 340,000 active; inhibition, % at 10 µM; in the data active = inhibition above about 30%; note: 0% is about no effect
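Calcium mobilization kinetics were recorded at 1 s intervals in tetracycline-induced HEK293 T-REx D2 cells, first for 180 s after compound addition and then 180 s after EC80 dopamine.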
TRHR PAM: qHTS for Small Molecule Agonists and Allosteric Enhancers of Human TRH Receptor: Primary Screen for Enhancers | TRHR cells, fluo-8 calcium fluorescence, EC20 TRH enhancement | 0.66% of 360,000 active | enhancement, % at 2 µM | Thyrotropin-releasing hormone receptor (Homo sapiens), P34981 | AID 493056, 2011; in the data active = enhancement above about 30%; note: 0% is about no effect
Target sequence (P34981 whole entry, looked up): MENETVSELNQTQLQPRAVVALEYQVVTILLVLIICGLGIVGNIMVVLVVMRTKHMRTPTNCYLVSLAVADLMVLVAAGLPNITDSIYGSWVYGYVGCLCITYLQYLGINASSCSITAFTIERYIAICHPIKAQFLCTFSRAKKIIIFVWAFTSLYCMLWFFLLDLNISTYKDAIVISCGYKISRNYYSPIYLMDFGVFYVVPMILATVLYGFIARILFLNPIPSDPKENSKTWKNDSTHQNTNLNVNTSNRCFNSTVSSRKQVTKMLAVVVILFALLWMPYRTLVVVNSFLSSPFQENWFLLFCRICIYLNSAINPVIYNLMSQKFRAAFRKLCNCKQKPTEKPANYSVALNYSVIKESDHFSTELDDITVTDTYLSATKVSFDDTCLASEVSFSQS
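Enhancer read-out: after compound pinning and an initial kinetic agonist-mode read, an EC20 of TRH (10 nM final) was injected and fluo-8 calcium signal (Ex 480/Em 530) followed at 1 s/cycle for 100 cycles in TRHR-expressing cells.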
D2 potentiator: HTS Assay for Positive Allosteric Modulators of the Human D2 Dopamine Receptor: Primary Screen for Potentiators; 0.34% of 340,000 active; AID 485347, 2010; HEK293 T-REx D2, calcium flux, EC20 dopamine potentiation; D(2) dopamine receptor (Homo sapiens), P14416; potentiation, % at 10 µM;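 active = potentiation over 3 SD above the plate norm, cut at about 30% in these data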; note: 0% is about no effect
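Tetracycline-induced HEK293 T-REx cells force-coupled to calcium signalling expressed D2; compounds were pin-added after a 10 s baseline, read kinetically 180 s, then an EC20 dopamine challenge followed with a further 180 s calcium read.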
D1 potentiator: Potentiators of Human D1 Dopamine Receptor: qHTS. D(1A) dopamine receptor (Homo sapiens), P21728. HEK293 TREx D1 cells, calcium flux, dopamine EC20 potentiation. potentiation, % at 10 µM. 0.036% of 360,000 active; in the data active = potentiation above about 30%; note: 0% is about no effect
D2 ag: HTS Assay for Allosteric Agonists of the Human D2 Dopamine Receptor: Primary Screen for Agonists | activation, % at 2 µM | 0.53% of 340,000 active | D(2) dopamine receptor (Homo sapiens), P14416 | HEK293 T-REx D2 cells, calcium flux agonist mode;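 active = activation over 3 SD above normal in the single-dose calcium agonist read, cut at about 30% in these data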; note: 0% is about no effect
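Calcium-flux readout, 1 cycle/sec over 180 s following compound pin transfer, in inducible HEK293 Trex D2 cells (force-coupled); dopamine controls included. Positive calcium responses during this window marked compounds as potential agonists.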
TRHR agonist: qHTS for Small Molecule Agonists and Allosteric Enhancers of Human TRH Receptor: Primary Screen for Agonists | Thyrotropin-releasing hormone receptor (Homo sapiens), P34981 | TRHR cells, calcium flux fluo-8, FDSS agonist mode | activation, % at 2 µM | 0.18% of 360,000 active | AID 493084, 2011; note: 0% is about no effect
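In this calcium-flux screen, cells bearing human TRHR are dye-loaded with fluo-8, baselined for 10 cycles, then exposed to library compounds; positive kinetic calcium responses during the agonist phase mark hits, with TRH as control.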
* marks the source's active call; other numbers are inactive results; . = not tested or not shown. Cut-off read from the data, not from the text of the source, unless noted: active = activation above about 30%; inactive = the rest.

#1 C/C(N)=C(/C#N)C(=O)CSc1nc2ccccc2c(=O)n1-c1ccc(C)c(Cl)c1
#2 CCC1(C)Cc2c(sc3nnn(CC(=O)Nc4ccc(C)cc4)c(=O)c23)CO1 (stereo not drawn)
#3 O=C(CCN1C(=O)c2ccccc2C1=O)NCCCn1ccnc1
#4 O=C(CSCCO)Nc1cccc([N+](=O)[O-])c1
#5 O=C(CN1CCCCC1CO)c1ccc(OC(F)F)cc1 (stereo not drawn)
#6 CCOC(=O)N1CCN(C(=O)c2sc3nc(-c4ccc(F)cc4)cn3c2C)CC1
assay / compound	1	2	3	4	5	6
D1 potentiator	-2	15	-4	-6	0	3
D2 antagonist	-6	3	.	-4	-2	7
RXFP1 antag	-7	-10	5	10	4	-6
D2 ag	1.8	0.3	.	0.2	0.1	0.0
D2 potentiator	-5	-15	.	-7	5	14
D1 agonist	3	0	3	0	1	0
TRHR agonist	0.5	0.1	0.0	-0.4	-0.6	0.2
D1 antagonist	8	-1	-1	-1	-2	10
TRHR PAM	8	-2	1	2	12	0

#7 COc1c(F)c(F)c(C(=O)O)c(Nc2ccc(C)cc2)c1F
#8 CN(C)c1ccc(/C=N/NC(=O)c2ccccc2)cc1
#9 O=C(O)CSCc1nc2ccccc2[nH]1
#10 CN1C(=O)N(CC(=O)NCc2ccc(Cl)cc2Cl)C(=O)C12CCCCC2
#11 Nc1nonc1-n1nnc(C(=O)N/N=C/c2ccc(Cl)cc2Cl)c1CN1CCOCC1
#12 O=C(NCCc1ccc(Cl)cc1)c1ccc2c(c1)N(Cc1ccccc1F)C(=O)c1ccccc1S2(=O)=O
assay / compound	7	8	9	10	11	12
D1 potentiator	5	1	-5	0	.	-3
D2 antagonist	-1	-16	-6	10	3	.
RXFP1 antag	5	-9	8	2	8	.
D2 ag	0.8	-0.7	3.6	0.5	-0.9	0.3
D2 potentiator	2	6	-9	1	0	20
D1 agonist	2	6	4	1	13	12
TRHR agonist	0.2	-0.1	0.5	0.4	-0.8	1.3
D1 antagonist	-5	13	-2	7	2	0
TRHR PAM	2	1	-7	-5	-17	-2

#13 CCn1cc(CN2CCCC(C(=O)Nc3ccc(-c4cscn4)cc3)C2)cn1 (stereo not drawn)
#14 O=C(Cc1ccccc1Cl)NNC(=O)Nc1ccccc1
#15 Cc1ccc(C(=O)Nc2ccc(S(=O)(=O)N3CCOCC3)cc2)cc1C
#16 O=C(Nc1ccnn1C1CCN(Cc2ccc(F)cc2)CC1)C1CC1
#17 Cc1ccc(C)c2[nH]c(=O)c(CCNC(=O)CC(C)(C)C)cc12
#18 C=C1CCC(N(O)c2cc(C)on2)C(=C)CCC2C1CC2(C)C (stereo not drawn)
assay / compound	13	14	15	16	17	18
D1 potentiator	8	-3	3	-4	2	1
D2 antagonist	13	-11	-12	-2	4	-1
RXFP1 antag	-11	-10	1	5	.	.
D2 ag	0.2	22	-2.7	0.1	-0.1	-1.3
D2 potentiator	-4	4	9	-5	6	21
D1 agonist	2	3	-4	3	0	0
TRHR agonist	0.0	0.0	-0.7	-0.2	-0.5	0.1
D1 antagonist	-28	14	-2	8	-19	.
TRHR PAM	4	-6	4	1	3	2

#19 CNC(=O)c1nn(-c2ccccc2)ccc1=O
#20 O=C(NNS(=O)(=O)c1ccccc1[N+](=O)[O-])c1ccc(O)cc1
#21 CCOC(=O)c1cc2sccc2n1CC(=O)Nc1ccc(OC)cc1OC
#22 O=c1c2sc3ccccc3c2[nH]c(=S)n1CCN1CCOCC1
#23 CCOC(=O)N1CCN(C(=O)c2cc(COc3c(F)cccc3F)on2)CC1
#24 CC(=O)Nc1ccc(S(=O)(=O)N2CCC3(CC2)CC(=O)c2ccccc2O3)cc1
assay / compound	19	20	21	22	23	24
D1 potentiator	-5	-2	-3	-13	-9	0
D2 antagonist	-16	-3	-14	7	-4	-29
RXFP1 antag	-15	-1	-19	1	-13	0
D2 ag	0.7	-1.2	1.3	0.1	-2.4	-0.8
D2 potentiator	-4	3	12	-18	-3	11
D1 agonist	2	6	7	1	2	10
TRHR agonist	0.3	-1.9	0.0	-0.2	-0.9	0.2
D1 antagonist	-27	-4	-39*	-26	-2	1
TRHR PAM	-2	13	20	10	-2	1

#25 O=C(CSc1ncccc1-c1nc2ccccc2[nH]1)N1CCCCC1
#26 CCC(CC)C(=O)OCc1cc(=O)n2nc(C3CCCCC3)sc2n1
#27 COc1cccc(NS(=O)(=O)Cc2ccccc2)c1
#28 Cc1cc(C)n(-c2c(F)c(F)c(COC(=O)c3ccccc3)c(F)c2F)n1
#29 C/C(=C\C(=O)c1cccnc1)Nc1ccc(O)cc1
#30 CCOC(=O)C1=C(C)N=C2SC(C)C(=O)N2C1/C=C/c1ccccc1OC (stereo not drawn)
assay / compound	25	26	27	28	29	30
D1 potentiator	-2	-1	-8	-3	-1	3
D2 antagonist	.	.	-17	-10	-9	-4
RXFP1 antag	-8	.	22	-35	7	-4
D2 ag	.	1.7	0.2	0.8	1.1	1.0
D2 potentiator	.	13	0	19	5	10
D1 agonist	2	1	2	26	4	6
TRHR agonist	-0.5	-0.7	-1.1	-0.9	-0.2	-0.1
D1 antagonist	-4	15	2	-44*	-4	-9
TRHR PAM	-9	12	3	9	-1	-2

#31 NS(=O)(=O)c1ccc(S(=O)(=O)N(Cc2ccccc2F)CC2CCCO2)cc1 (stereo not drawn)
#32 COc1ccc(CCNc2ncnc3c2c(-c2ccccc2)cn3-c2cccc(Cl)c2)cc1OC
#33 CC1=C(c2ccc(C)c(C)c2)S(=O)(=O)N=C1N1CCC(C(=O)N2CCC(C(N)=O)CC2)CC1
#34 Cn1c(=O)c2c(nc(NCC3CCCC(CN)C3)n2Cc2ccc(Cl)cc2Cl)n(C)c1=O (stereo not drawn)
#35 Cc1nn(C)c(C(=O)NN)c1Cl
#36 Cc1cc(C)c[n+](-c2nc([O-])sc2C=O)c1
assay / compound	31	32	33	34	35	36
D1 potentiator	0	-2	-6	3	-3	-8
D2 antagonist	1	.	.	-14	-3	1
RXFP1 antag	-8	-2	-2	-8	-6	-2
D2 ag	-1.0	-0.5	-0.3	0.2	1.6	-0.3
D2 potentiator	-8	9	0	9	8	6
D1 agonist	0	4	1	-1	1	4
TRHR agonist	0.1	0.7	-0.4	-0.1	-0.7	0.2
D1 antagonist	-11	11	36	-7	29	23
TRHR PAM	-10	-4	0	8	-9	0

Arranged by SMILES length (descending): some entries from above
#12 O=C(NCCc1ccc(Cl)cc1)c1ccc2c(c1)N(Cc1ccccc1F)C(=O)c1ccccc1S2(=O)=O
#34 Cn1c(=O)c2c(nc(NCC3CCCC(CN)C3)n2Cc2ccc(Cl)cc2Cl)n(C)c1=O (stereo not drawn)
#1 C/C(N)=C(/C#N)C(=O)CSc1nc2ccccc2c(=O)n1-c1ccc(C)c(Cl)c1
#31 NS(=O)(=O)c1ccc(S(=O)(=O)N(Cc2ccccc2F)CC2CCCO2)cc1 (stereo not drawn)
#30 CCOC(=O)C1=C(C)N=C2SC(C)C(=O)N2C1/C=C/c1ccccc1OC (stereo not drawn)
#21 CCOC(=O)c1cc2sccc2n1CC(=O)Nc1ccc(OC)cc1OC
#25 O=C(CSc1ncccc1-c1nc2ccccc2[nH]1)N1CCCCC1
#36 Cc1cc(C)c[n+](-c2nc([O-])sc2C=O)c1
assay / compound	12	34	1	31	30	21	25	36
D1 potentiator	-3	3	-2	0	3	-3	-2	-8
D2 antagonist	.	-14	-6	1	-4	-14	.	1
RXFP1 antag	.	-8	-7	-8	-4	-19	-8	-2
D2 ag	0.3	0.2	1.8	-1.0	1.0	1.3	.	-0.3
D2 potentiator	20	9	-5	-8	10	12	.	6
D1 agonist	12	-1	3	0	6	7	2	4
TRHR agonist	1.3	-0.1	0.5	0.1	-0.1	0.0	-0.5	0.2
D1 antagonist	0	-7	8	-11	-9	-39*	-4	23
TRHR PAM	-2	8	8	-10	-2	20	-9	0

#5 O=C(CN1CCCCC1CO)c1ccc(OC(F)F)cc1 (stereo not drawn)
#27 COc1cccc(NS(=O)(=O)Cc2ccccc2)c1
#35 Cc1nn(C)c(C(=O)NN)c1Cl
assay / compound	5	27	35
D1 potentiator	0	-8	-3
D2 antagonist	-2	-17	-3
RXFP1 antag	4	22	-6
D2 ag	0.1	0.2	1.6
D2 potentiator	5	0	8
D1 agonist	1	2	1
TRHR agonist	-0.6	-1.1	-0.7
D1 antagonist	-2	2	29
TRHR PAM	12	3	-9

More compounds:
#37 CC1CCN(C(=O)CSc2nnc(NC(=O)Nc3ccccc3)s2)CC1
#38 CCn1cc(Br)c(C(=O)Nc2sc3c(c2C(N)=O)CCCC3)n1
#39 COc1ccc(NC(c2nnc(-c3ccccc3)o2)c2ccccc2F)cc1Cl (stereo not drawn)
#40 COc1cc2nc(SCC(=O)Nc3ccccc3C)n3nc(CCn4c(C)nc5ccccc54)nc3c2cc1OC
#41 N=c1c(C(=O)NCCN2CCOCC2)cc2c(=O)n3ccccc3nc2n1Cc1ccc(F)cc1
#42 COc1ccc2[nH]c(=O)c(CN(Cc3cccs3)Cc3nnnn3C(C)(C)C)cc2c1
assay / compound	37	38	39	40	41	42
D1 potentiator	2	-5	-3	0	-3	-3
D2 antagonist	.	9	.	.	4	-13
RXFP1 antag	-4	-15	-13	-10	-17	3
D2 ag	0.9	-1.5	0.1	0.9	0.6	-0.3
D2 potentiator	-5	6	-1	14	5	12
D1 agonist	-3	2	2	-1	0	0
TRHR agonist	-0.2	0.6	-0.5	-0.6	0.2	-1.0
D1 antagonist	.	-27	-10	6	-6	12
TRHR PAM	-6	7	-2	-1	-2	-2

#43 NC(=O)C1c2ccccc2Oc2ccccc21
#44 Cc1ccc(NC(=O)C2CCCN(C(=O)Nc3ccc(F)cc3)C2)cc1 (stereo not drawn)
#45 COc1ccc(CCNC(=O)CCSc2nc(-c3ccco3)cc(C(F)(F)F)n2)cc1OC
#46 CCOC(=O)C(CCc1nnc(N)s1)C(=O)OCC
#47 Fc1ccc(-c2cc(-c3ccc(F)cc3)c3c(n2)-c2cc(F)ccc2OC3)cc1
#48 NS(=O)(=O)c1ccc(CCNC(=O)CNC(=O)c2ccccc2Br)cc1
#49 COc1ccc(CCN=C2SCC(=O)N2Cc2ccccc2)cc1OC
assay / compound	43	44	45	46	47	48	49
D1 potentiator	-6	-3	0	-4	0	-1	-9
D2 antagonist	6	-14	-13	-6	.	8	4
RXFP1 antag	13	2	2	9	.	-12	0
D2 ag	0.9	-0.2	0.4	0.8	.	-0.2	-0.6
D2 potentiator	0	1	9	-8	12	-12	-1
D1 agonist	0	0	0	2	-1	5	4
TRHR agonist	0.0	-0.2	0.1	-0.2	-3.1	0.1	1.1
D1 antagonist	2	-5	7	-12	-8	-6	-14
TRHR PAM	2	-9	-2	-2	6	4	14
